DYRK1A inh: blocks rat Dyrk1A kinase activity; Q63470; ADP-Glo luminescence, NFATc1 peptide; inhibition, % at 12.5 µM; 310,000 compounds, 0.43% hits; AID 504441; in the data active means inhibition above about 50%;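 further: plate controls were vehicle with enzyme for no effect and no enzyme for full effect; many of its hits are not listed in these tables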
KCNK3 inh: human KCNK3 channel inhibition, primary screen; O14649; CHO-KCNK3 thallium flux, FluxOR fluorescence; stronger effect = lower value; B-score at 10 µM; 340,000 compounds, 0.84% hits; AID 602410;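 active means B-score under library mean minus 4 SD, starting fluorescence ratio at most library mean plus 5 SD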;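 further: more negative B-score means stronger inhibition of thallium flux through KCNK3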
TMEM16A act: mouse TMEM16A channel activation, primary screen; Q8BHY3; HEK293 TMEM16A/YFP-H148Q/I152L, iodide quench fluorescence; stronger effect = lower value; B-score at 10 µM; 340,000 compounds, 0.3% hits;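 active means fluorescence-ratio B-score plate-corrected deviation score at least 3 library SD below zero, with starting fluorescence score within 5 deviations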;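 further: channel opened by trigger with iodide after compound preincubation; score built on the fluorescence ratio of max minus min over baseline; more negative score means more quench and so TMEM16A activation or potentiation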
Target sequence (Q8BHY3 whole entry, looked up): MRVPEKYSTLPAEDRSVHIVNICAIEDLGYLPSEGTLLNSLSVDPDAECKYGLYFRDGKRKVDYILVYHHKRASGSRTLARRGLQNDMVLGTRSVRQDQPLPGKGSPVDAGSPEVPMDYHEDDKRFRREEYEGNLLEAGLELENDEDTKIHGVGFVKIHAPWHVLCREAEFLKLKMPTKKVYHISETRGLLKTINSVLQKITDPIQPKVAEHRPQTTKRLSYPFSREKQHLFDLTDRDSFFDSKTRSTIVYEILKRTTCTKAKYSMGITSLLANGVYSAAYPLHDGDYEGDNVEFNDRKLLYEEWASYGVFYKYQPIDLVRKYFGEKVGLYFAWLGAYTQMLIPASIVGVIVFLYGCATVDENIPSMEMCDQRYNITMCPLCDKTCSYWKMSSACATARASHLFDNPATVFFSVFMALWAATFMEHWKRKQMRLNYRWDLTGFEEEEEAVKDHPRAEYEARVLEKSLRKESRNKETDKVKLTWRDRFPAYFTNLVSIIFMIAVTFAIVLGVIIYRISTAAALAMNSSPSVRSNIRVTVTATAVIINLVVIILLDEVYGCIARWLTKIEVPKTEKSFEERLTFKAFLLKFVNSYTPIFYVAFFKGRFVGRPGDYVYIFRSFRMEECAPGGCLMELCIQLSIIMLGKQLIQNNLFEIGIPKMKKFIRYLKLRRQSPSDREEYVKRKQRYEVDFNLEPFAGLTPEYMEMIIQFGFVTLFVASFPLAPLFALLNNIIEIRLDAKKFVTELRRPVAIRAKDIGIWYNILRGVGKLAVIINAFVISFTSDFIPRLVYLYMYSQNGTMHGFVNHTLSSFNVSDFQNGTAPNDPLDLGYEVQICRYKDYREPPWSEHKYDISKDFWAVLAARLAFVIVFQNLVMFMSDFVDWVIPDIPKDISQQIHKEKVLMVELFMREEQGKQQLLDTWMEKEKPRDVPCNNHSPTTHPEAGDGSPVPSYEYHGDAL
* hit, by the source's call; i = inactive; & = joins results of further samples. Some of the compounds tested. The share of hits here may be higher or lower than overall.

DYRK1A inh	KCNK3 inh	TMEM16A act	Compound
6	i	i	Cc1cc(C)cc(OCC(=O)N(C)CC(=O)Nc2ccc(N3CCOCC3)cc2)c1
-2	i	i	O=C(c1ccc[nH]1)N1O[C@@H]2C=C[C@H]1C2
-6	i	i	CC[C@]12C(=O)N(C)C[C@H]([C@@H]3C(=O)N(Cc4ccccc4)C(=O)[C@@H]31)N2C(=O)c1ccccc1
32	i	i	Cc1ccc(CN2CC(C(=O)Nc3ncc(C)s3)CC2=O)cc1 (stereo not given)
3	i	i	O=C(C1CC1c1ccccc1)N1CCN(c2cccc(Cl)c2)CC1 (stereo not given)
88*	i	i	C=CC(=O)Nc1cccc(Nc2nc(N[C@H]3CC[C@H](N(C)C)CC3)nc3c2ncn3C(C)C)c1
14	i	i	Cc1cc2c(c(C)c1CCO)C(=O)[C@H](C)C2
0	i	i	S=c1[nH]nc(COc2ccccc2)n1-c1ccc(Cl)cc1
-8	i	i	Cc1cccc(N2CCN(C(=O)CN3C(=O)NC4(CCCCCC4)C3=O)CC2)c1C
1	i	i	[O-]C1=N[N+](=C(c2ccccc2)c2ccccc2)C1
6	i	i	CC1CCN(C(=O)COC(=O)C2CCN(S(=O)(=O)c3c(Cl)cccc3Cl)CC2)CC1
-2	i	i	CN(C)Cc1cc(C(F)(F)F)ccc1C(O)(c1ccccc1)c1ccccc1
-2	i	i	CSCCC(NC(=O)c1ccco1)C(=O)NCc1ccc2c(c1)OCO2 (stereo not given)
-9	i	i	COc1cc(/C=C/C(=O)O[C@H]2[C@H](O[C@@H]3O[C@@H](C)[C@H](O)[C@@H](O)[C@H]3O)[C@@H](O)[C@H](OCCc3ccc(O)c(OC)c3)O[C@@H]2CO)ccc1O
-2	i	i	CS(=O)(=O)c1ccc2nc(NC(=O)CCNC(=O)c3ccc(Cl)cc3)sc2c1
-2	i	i	COc1ccc2oc(C(=O)OCC(=O)NCc3ccc(OC)c(OC)c3)c(C)c2c1
-2	i	i	COC(=O)C1CCN(C(=O)C2CC(=O)N(c3ccc(C)c(Cl)c3)C2)CC1 (stereo not given)
12	i	i	CCN(CC)c1ccc(C(=C2C=CC(=[N+](CC)CC)C=C2)c2ccc(S(=O)(=O)O)cc2S(=O)(=O)[O-])cc1
2	i	i	COc1ccc(S(=O)(=O)N2CCOCC2)cc1NC(=O)c1ccc(OCC(C)C)c(OC)c1
2	i	i	Cc1ccc(OC(=O)c2ccc3c(=O)n4c(nc3c2)CCC4)cc1
-2	i	i	CC[C@]12c3[nH]c4ccc(Cl)cc4c3CCN1C(=O)[C@@H](CC(=O)NCCc1ccccn1)C[C@@H]2C(=O)N1CCN(C(=O)c2ccco2)CC1
-1	i	i	COc1ccc(C(=O)NCC(=O)OCc2c(Cl)cccc2Cl)cc1OC
11	i	i	Cc1cc(C)c2c(n1)nn1c(NCCCN3CCOCC3)cc(C)nc21
3	i	i	COC1=CC(=O)C=C(OC)C1(O)CC(C)=O
7	i	i	Oc1ccccc1C=NCCN1CCN(CCN=Cc2ccccc2O)C1c1ccccc1O (stereo not given)

DYRK1A inh	KCNK3 inh	TMEM16A act	Compound
8	i	i	Cc1cc(C(=O)NNC(=O)Cc2ccc(Cl)c(Cl)c2)c(C)o1
3	i	i	N#CC1=C(S)N(c2ccc(F)cc2)C(c2cccs2)NC1=O (stereo not given)
9	i	i	COc1cccc(NC(=S)N2CCC(C(=O)c3ccc(F)cc3)CC2)c1
1	i	i	NC(=O)C1(NC2CCCCC2)CCN(Cc2ccccc2)CC1
3	i	i	CCn1nc(C(=O)Nc2ccc(Cl)c(S(=O)(=O)N3CCOCC3)c2)c2ccccc2c1=O
11	i	i	COc1ccc(CCNC(=O)COc2cc(C)cc3oc(=O)c(C)c(C)c23)cc1OC
-10	i	i	CCOC(=O)c1[nH]c(=S)n(Cc2ccccc2)c1C(=O)OCC
9	i	i	Nc1nc2ccc(Cl)cc2o1
-2	i	i	O=C(OCCc1ccccn1)c1cccc([N+](=O)[O-])c1
-4	i	i	Cc1n[nH]c(C)c1CCc1nc2c3ccccc3nc(SCC(N)=O)n2n1
4	i	i	O=C1C(=O)c2c(ccc3ccccc23)-c2ccccc21
19	i	i	CCC(c1ccc(O)c(O)c1)C(CC)c1ccc(O)c(O)c1 (stereo not given)
9	i	i	CN1CCN(S(=O)(=O)c2ccc(NC(=S)NC(=O)c3ccc(Cl)cc3)cc2)CC1
-5	i	i	CCN1C[C@@H]2[C@@H]3C(=O)N(Cc4ccccc4)C(=O)[C@@H]3[C@](C)(C1=O)N2C(=O)c1ccc(C(F)(F)F)cc1
-3	i	i	N#CCCN(C(=O)CSc1nnc(-c2ccncc2)n1C1CC1)c1ccccc1
-18	i	i	Cc1ccc2oc3c(c(=O)c2c1)C(c1cccc(Br)c1)N(Cc1ccco1)C3=O (stereo not given)
0	i	i	Cc1nc(NCCCN2CCOCC2)c2cnn(-c3ccccc3)c2n1
-3	i	i	CC1CC1C(=O)Nc1ccc(S(=O)(=O)N2CCCCC2)cc1 (stereo not given)
3	i	i	CCCCn1c(N)c(N(CCOC)C(=O)CCN2C(=O)C3CC=CCC3C2=O)c(=O)[nH]c1=O (stereo not given)
-2	i	i	CC(C)N(C(=O)[C@H]1C[C@H](CC(=O)NCCCN(C)C)C(=O)N2CCc3c([nH]c4ccc(Cl)cc34)[C@]12C)C(C)C
0	i	i	O=C(NNS(=O)(=O)c1ccc([N+](=O)[O-])cc1)c1ccccc1
-7	i	i	CN(C(=O)c1cccc(C#N)c1)c1nnc(-c2ccncc2)s1
4	i	i	C=CCN(c1ccc(OC)cc1)S(=O)(=O)c1ccc(Cl)c(C(=O)OCC(=O)c2c(N)n(C)c(=O)n(C)c2=O)c1
-4	i	i	Cc1ccc(S(=O)(=O)N2CCc3ccccc3CC2)cc1
6	i	i	CCOc1ccc(OCCC(=O)N(CCOC)c2c(N)n(Cc3ccccc3)c(=O)[nH]c2=O)cc1

Single records, from the list above. Screens in order: DYRK1A inh | KCNK3 inh | TMEM16A act
`C=CCN(c1ccc(OC)cc1)S(=O)(=O)c1ccc(Cl)c(C(=O)OCC(=O)c2c(N)n(C)c(=O)n(C)c2=O)c1` across the screens: 4 | i | i
`O=C1C(=O)c2c(ccc3ccccc23)-c2ccccc21` across the screens: 4 | i | i
`Cc1ccc(S(=O)(=O)N2CCc3ccccc3CC2)cc1` across the screens: -4 | i | i
`Nc1nc2ccc(Cl)cc2o1` across the screens: 9 | i | i

More compounds:
DYRK1A inh	KCNK3 inh	TMEM16A act	Compound
-2	i	i	O=C(O)C(O)c1ccco1 (stereo not given)
3	i	i	CCc1nn(CC(=O)NCCCN2CCOCC2)c(=O)c2cc3c(OC)cccc3n12
-1	i	i	COc1ccc2cc(C3=CCCC3(C)C(=O)O)ccc2c1 (stereo not given)
-1	i	i	COc1ccc2[nH]c3c(c2c1)CCN1C(=O)C(CC(=O)NCCc2ccccn2)C[C@H](C(=O)N2CCOCC2)[C@@]31C (stereo not given in full)
-6	i	i	Cn1nc(C#N)c(=O)[nH]c1=O
-1	i	i	CCOc1ccc(NC2=CC(=O)C(=O)c3ccccc32)cc1
11	i	i	CN1CCCN(S(=O)(=O)c2ccccc2)c2nc3ccccc3nc21
-2	i	i	Cc1ccc(S(=O)(=O)NOCc2ccccc2)cc1
2	i	i	Cc1ccc(C(=O)COC(=O)c2cc(C)no2)c(C)c1
-3	-16*	i	O=C1OC(c2ccccc2)(c2ccc3cc(O)ccc3c2)c2ccccc21 (stereo not given)
6	i	i	COc1c2c(c(CCC(=O)O)c3c1C=CC(C)(C)O3)OC(C)(C)C=C2
-1	i	i	c1ccc2nc(N3CCOCC3)c(N3CCCC3)nc2c1
4	i	i	Cc1ccc2nc3cc([N+](=O)[O-])cc([N+](=O)[O-])c3cc2c1
-2	i	i	COc1ccccc1C(C)NC(=O)CCC(=O)N1CCN(S(=O)(=O)c2ccc(Cl)cc2)CC1 (stereo not given)
9	i	i	CC(=O)c1ccc(CCCCc2ccc(C(C)=O)cc2)cc1
1	i	i	CN1/C(=C/C(=O)COC(=O)C2COc3ccccc3O2)C(C)(C)c2ccccc21 (stereo not given)
-2	i	i	Oc1cc2c(cc1O)[C@@H](c1ccccc1)CNCC2
4	i	i	CC[C@]12C(=O)N(C)C[C@H]([C@@H]3C(=O)N(C)C(=O)[C@@H]31)N2C(=O)c1ccc(Cl)c(Cl)c1
-3	i	i	O=C(Nc1ccc(F)cc1)C(c1ccccc1)N1CCN(CC(=O)N2CCCC2)CC1 (stereo not given)
6	i	i	Cc1ccc(C(=O)CCC(=O)OCC(=O)N2c3ccccc3NC(=O)C2(C)C)cc1
-1	i	i	CCOc1ccccc1C(=O)OCC(=O)Nc1cccc(S(=O)(=O)NC2=NCCCCC2)c1
-2	i	i	Cc1cccc(N=[N+]([O-])c2cccc(C)n2)n1
12	i	i	Cc1cc(O)c2c(c1O)C(=O)[C@]13C(=C2O)C(=O)[C@@H]2[C@@H](O)[C@H]1[C@@H]1[C@H](O)[C@H]3C(=O)C3=C(O)c4c(O)cc(C)c(O)c4C(=O)[C@]312
-7	i	i	Cc1csc(SCC(=O)N(C)C2CCS(=O)(=O)C2)n1 (stereo not given)
-5	i	i	CN1C(=O)N(CC(=O)N2CCN(S(=O)(=O)c3ccc4c(c3)CCC4)CC2)C(=O)C12CCCCC2

Individual results from the list.
DYRK1A inh, COc1c2c(c(CCC(=O)O)c3c1C=CC(C)(C)O3)OC(C)(C)C=C2 reads 6
DYRK1A inh, CCOc1ccccc1C(=O)OCC(=O)Nc1cccc(S(=O)(=O)NC2=NCCCCC2)c1 reads -1
DYRK1A inh, Cc1ccc(C(=O)CCC(=O)OCC(=O)N2c3ccccc3NC(=O)C2(C)C)cc1 reads 6
DYRK1A inh, COc1ccccc1C(C)NC(=O)CCC(=O)N1CCN(S(=O)(=O)c2ccc(Cl)cc2)CC1 (stereo not given) reads -2
DYRK1A inh, CN1C(=O)N(CC(=O)N2CCN(S(=O)(=O)c3ccc4c(c3)CCC4)CC2)C(=O)C12CCCCC2 reads -5
DYRK1A inh, Cc1ccc(S(=O)(=O)NOCc2ccccc2)cc1 reads -2
DYRK1A inh, Oc1cc2c(cc1O)[C@@H](c1ccccc1)CNCC2 reads -2

Going on with the list:
DYRK1A inh	KCNK3 inh	TMEM16A act	Compound
5	i	i	C=CC(=O)Nc1cccc(Oc2ccnc3[nH]ccc23)c1
-1	i	i	O=C(Nc1ccccc1Cl)C1C2CCCCC21 (stereo not given)
2	i	i	CCOC(=O)C1CCCN(CC(=O)Nc2ccc(C(=O)Nc3ccccc3OC)cc2)C1 (stereo not given)
0	i	i	Cc1ccc(C(=O)NCC(=O)N(C)Cc2cccc(F)c2)s1
4	i	i	CCOC(=O)c1ccc(-c2cccc(-c3cc(=O)oc4cc(OC)cc(OC)c34)c2)cc1
4	i	i	CN(CC(=O)Nc1cccc(F)c1)C(=O)CNC(=O)Cc1cccc2ccccc12
-1	i	i	CCN(C(=O)CSc1n[nH]c(-c2ccc(OC)cc2)n1)c1c(N)n(Cc2ccccc2)c(=O)[nH]c1=O
-1	i	i	COc1ccc(N2CCN(C(=O)COC(=O)c3ccc(CSC)o3)CC2)cc1
0	i	i	O=C(CN1CCN(C(=O)C2CCN(C(=O)/C=C/c3ccccc3)CC2)CC1)Nc1ccc(F)cc1
1	i	i	Cc1ccc(OCC(=O)Nc2ccc(C)c(F)c2)c([N+](=O)[O-])n1
10	i	i	Cc1cc(C(=O)O)cc(S(=O)(=O)Nc2ccccc2C(=O)NC2CC2)c1C
1	i	i	CCCn1c(=C(C#N)C#N)s/c(=C2\C=Cc3ccccc3N2CC)c1=O
4	i	i	CCCOc1ccc(C(=O)CCC(=O)OCC(=O)N(CC)c2c(N)n(Cc3ccccc3)c(=O)[nH]c2=O)cc1
-5	i	i	O=C1Nc2ccccc2SC1c1ccccc1Cl (stereo not given)
-1	i	i	CNC(=O)OCc1nc(SSC(C)(C)C)n(C)c1COC(=O)NC
-1	i	i	O=C(NCc1cccnc1)c1cccc(S(=O)(=O)Nc2ccc(F)cc2)c1
5	i	i	CCN(CC)CCCn1c(SCC(=O)NCC2CCCO2)nc2ccccc2c1=O (stereo not given)
21	i	i	CCOC(=O)c1cnc2c(-c3ccc(F)cc3)cnn2c1C(F)(F)F
4	i	i	COc1ccc(S(=O)(=O)NCCC(=O)OCc2cc(=O)oc3cc(C)ccc23)cc1[N+](=O)[O-]
14	i	i	C=C(C)C(O)Cc1c(OC)ccc(C(=O)/C=C/c2ccc(O)cc2)c1O (stereo not given)
1&3	i	i	CCc1nc(N)nc(N)c1-c1ccc(Cl)c(N=[N+]=[N-])c1
-3	i	i	Cc1ccc(S(=O)(=O)N2CCCCC2)cc1NC(=O)CCNC(=O)c1ccc([N+](=O)[O-])cc1
3	i	i	Cc1c(NS(=O)(=O)c2cc(C(=O)NC(C)c3ccccc3)ccc2Cl)c(=O)n(-c2ccccc2)n1C (stereo not given)
-6	i	i	CC12CCC(C(S(=O)(=O)Nc3ccccc3)C1=O)C2(C)C (stereo not given)
7	i	i	CCOC(=O)c1c(-c2ccc3ccccc3c2)csc1NC(=O)CCCC(=O)O

DYRK1A inh	KCNK3 inh	TMEM16A act	Compound
-8	i	i	Cc1ccc(C)c(C(=O)CN2C(=O)NC3(CCCCCC3)C2=O)c1
0	i	i	O=S(=O)(Nc1ccccc1F)c1ccc(Cl)nc1
2	i	i	CC1CC(C)CN(C(=O)COC(=O)c2cccc(S(=O)(=O)N(C)c3ccccc3)c2)C1 (stereo not given)
16	-9.2*	i	CCN(CC)c1ccc2nc3ccc(N)cc3[n+](-c3ccccc3)c2c1

Source: PubChem
